LDHA block – inhibitors of human lactate dehydrogenase A | purified LDHA, NADH/diaphorase-resazurin fluorescence; hits give low values | activity change, % (values are at about 110 or 230 µM) | hit rate 0.15% among 480,000 | AID 1347041; in the data active = activity change below about -30%; inconclusive = mostly about -25% to -30%;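 also: plate controls were DMSO wells for no effect and wells without enzyme for full effect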
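LDH5 2 nM; NADH 0.06 mM, pyruvate 0.2 mM; 200 mM Tris pH 7.4, EDTA, Tween-20; 5 min RT. Detection: diaphorase 0.133 mg/mL + resazurin 37 µM, fluorescence ex540/em590 at 0 and 20 min; normalized to enzyme-free and DMSO wells.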
TrxR1 substrate – substrates of rat thioredoxin reductase 1. purified TrxR1 substrate turnover, NADPH consumption readout. Potency, µM (top dose mostly 114 µM), without a hit: at the top dose activity change, negative = substrate turnover. hit rate 0.01% among 390,000. AID 588456; also: potency is read from the fitted curve at half-maximal effect; % is scaled to controls: 0 for no effect and ±100 for the full control effect; nearly all actives have a fitted effect of over 50% in size
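Rat TrxR1, dispensed at 90 nM, was prereduced with 400 uM NADPH (final) for 5 min at ~22 deg C, then incubated with compound 15 min before 400 uM selenite. A first-read NADPH fluorescence drop versus no-compound background flagged substrates.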
Vif-APOBEC3G blk – blocks the Vif interaction with human APOBEC3G; Q9HC16; HeLa A3G-eYFP + Vif (tagged APOBEC3G with the HIV-1 protein that degrades it), YFP fluorescence, overnight; Potency, µM (titrated, usually from 46.1 µM), without a hit: at the top dose activity, negative = active, usual class: inhibitors; hit rate 0.076% among 410,000;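 also: potency is read from the fitted curve at half-maximal effect; % is scaled to controls: 0 for no effect and ±100 for the full control effect; nearly all actives have a fitted effect of over 60% in size; hits raise eYFP signal because A3G escapes Vif-driven loss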
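Read-out is eYFP fluorescence (Ex 488/Em 500-530) from Vif-expressing HeLa A3G-eYFP cells; more signal means A3G escaped Vif-mediated degradation. Cells plated overnight, compound pinned in, incubated overnight at 37 deg C.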
Glioma ERSR ind – induces the endoplasmic reticulum stress response in human glioma cells; AID 602332; Potency, µM, inactives show at the highest dose activation, actives largely listed as activators; U87-MG GRP78 promoter luciferase reporter, 16 h; hit rate 0.02% among 420,000; also: potency is read from the fitted curve at half-maximal effect; series mostly up to about 76 µM; % of control where 0% means no effect; nearly all actives have a fitted effect of over 35% in size
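Stably transfected U87-MG glioma cells carrying a GRP78-based luciferase sensor; 16 h compound incubation. Luminescence end-point read 10 min after Bright-Glo addition at room temperature.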
RXFP1 ag – activates the human relaxin receptor RXFP1; Q9HBX9; HEK293T-RXFP1 cAMP TR-FRET, 30 min; response scale: percent of porcine relaxin response, buffer zero; Potency, µM (series often up to 57.5 µM), inactives show at the highest dose activation, hits mostly activators; hit rate 0.3% among 370,000; also: potency is read from the fitted curve at half-maximal effect; % is scaled to controls: 0 for no effect and ±100 for the full control effect; nearly all actives have a fitted effect of over 60% in size; many of its hits are not listed in these tables
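Agonist response is measured as cAMP accumulation in an RXFP1-transfected HEK293T line under PDE4 inhibition. Values are scaled between buffer-only and 29 nM porcine relaxin, and EC50s come from standard Hill equation fits.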
PI4K2A block – PI4K2A (human) kinase inhibition. Q9BTU6. purified PI4K2A, ADP-Glo luminescence, 1 h; hits give low values. activity change, negative = inhibition, % at 76.9 µM. hit rate 0.13% among 420,000; in the data active = activity change below about -50%; inconclusive = mostly about -30% to -49%;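 also: -100% = wells without enzyme as full effect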
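PI4K2A activity was measured by ADP-Glo luminescence: enzyme (4 ug/mL stock) and phosphatidylinositol (1.2 mM stock) in Tris pH 7.5/MgCl2/EGTA/Triton X-100 buffer were reacted with ATP (300 microM stock) for one hour at ambient temperature.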
USP1-UAF1 inh – USP1/UAF1 (human) deubiquitinase inhibition. recombinant USP1/UAF1, Ub-Rhodamine cleavage fluorescence. Potency, µM (doses to about 57.1 µM), without a hit: at the top dose activity change, negative = inhibition, most hits filed as inhibitors. hit rate 0.23% among 390,000; also: potency is read from the fitted curve at half-maximal effect; % is scaled to controls: 0 for no effect and ±100 for the full control effect; nearly all actives have a fitted effect of over 60% in size; inactives centre near -12
Target sequence (O94782 whole entry, looked up): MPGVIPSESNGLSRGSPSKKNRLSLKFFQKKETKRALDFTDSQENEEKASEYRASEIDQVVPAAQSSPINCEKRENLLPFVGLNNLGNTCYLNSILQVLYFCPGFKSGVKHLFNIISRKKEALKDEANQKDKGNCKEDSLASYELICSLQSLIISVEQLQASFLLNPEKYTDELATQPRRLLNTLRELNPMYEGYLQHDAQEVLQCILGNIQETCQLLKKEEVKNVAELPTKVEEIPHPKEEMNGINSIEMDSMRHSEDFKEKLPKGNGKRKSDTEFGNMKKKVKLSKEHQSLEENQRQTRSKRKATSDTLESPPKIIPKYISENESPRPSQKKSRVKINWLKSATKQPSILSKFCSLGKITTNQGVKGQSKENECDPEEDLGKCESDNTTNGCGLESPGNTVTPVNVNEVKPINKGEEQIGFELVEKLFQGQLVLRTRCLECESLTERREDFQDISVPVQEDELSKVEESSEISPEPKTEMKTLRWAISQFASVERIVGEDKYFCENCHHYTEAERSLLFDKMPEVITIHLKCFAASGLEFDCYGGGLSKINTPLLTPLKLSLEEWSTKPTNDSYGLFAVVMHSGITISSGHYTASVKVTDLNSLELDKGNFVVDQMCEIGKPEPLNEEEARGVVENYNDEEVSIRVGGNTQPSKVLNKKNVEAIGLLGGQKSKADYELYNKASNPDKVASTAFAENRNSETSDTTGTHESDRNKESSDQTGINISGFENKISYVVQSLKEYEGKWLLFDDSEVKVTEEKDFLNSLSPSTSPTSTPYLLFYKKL
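USP1/UAF1 complex (1 nM) preincubated 15 min at room temperature with compound, then Ub-Rho substrate (150 nM final) added. Kinetic fluorescence at 480/540 nm over 6 reads at 60 s intervals; 50 mM HEPES pH 7.8, 0.5 mM EDTA, 0.1 mg/ml BSA, 1 mM TCEP, 0.01% Tween-20.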
Vif-APOBEC3F blk – blocks the Vif interaction with APOBEC3F; AID 602313; Potency, µM (doses to about 46.1 µM), for the others: top-dose activity, negative = active; hit rate 0.2% among 390,000; HeLa A3F-eYFP + Vif (tagged APOBEC3F with the HIV-1 protein that degrades it), YFP fluorescence increase; also: potency is read from the fitted curve at half-maximal effect; % of control where 0% means no effect; nearly all actives have a fitted effect of over 65% in size
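HeLa cells stably expressing Vif plus C-terminally eYFP-tagged A3F were seeded, incubated overnight at 37 deg C, dosed with compound, incubated overnight again at 37 deg C. Yellow fluorescence (Ex 488/Em 500-530) reported blocked Vif-mediated A3F-eYFP degradation.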
IDH1 R132H inh – inhibitors of human mutant IDH1 R132H; O75874; IDH1-R132H enzyme, NADPH consumption, diaphorase/resazurin fluorescence; Potency, µM (top dose mostly 76.6 µM), without a hit: top-dose activity change, negative = inhibition, most hits filed as inhibitors; hit rate 0.093% among 390,000; also: potency is read from the fitted curve at half-maximal effect; % is scaled to controls: 0 for no effect and ±100 for the full control effect; nearly all actives have a fitted effect of over 65% in size
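IDH1-R132H (0.5 ug/mL dispensed) in pH 7.5 Tris buffer was preincubated 30 min with compound, then given a substrate mix of 0.016 mM NADPH and 2 mM alpha-KG for 80 min at room temperature; remaining NADPH was read by diaphorase/resazurin fluorescence.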
An asterisk follows results filed as active; ? = inconclusive; nt = not tested or not shown; & = joins results of further samples; [ ] = dose if it differs, or a comment. Unless noted, calls follow the shape of the dose curve; as a rule, active = well fitted curve in the direction sought with a large enough effect; inconclusive = small, poorly fitted or top-dose-only effect, or another doubt; inactive = no such curve, though single readings can be large; an effect the other way counts as inactive or inconclusive. A portion of the library. The share of hits here may be higher or lower than overall.

SMILES	LDHA block	TrxR1 substrate	Vif-APOBEC3G blk	Glioma ERSR ind	RXFP1 ag	PI4K2A block	USP1-UAF1 inh	Vif-APOBEC3F blk	IDH1 R132H inh
O=C(COc1ccccc1F)NC12CC3CC(CC(C3)C1)C2	-6	-3%	2%	-7%	0.0%	-2	-11%	-5%	12%
COc1ccc(CN(Cc2cccnc2)S(=O)(=O)c2ccc(-n3cnnn3)c(OC)c2)cc1	-3	-3%	-1%	-3%	-0.4%	2	?	-9%	0%
CCNc1nc(NC(C)(C)C)nc(Oc2ccc(=O)n(-c3ccccc3)n2)n1	-2&-1	-5%&-12%	-1%&3%	-3%&-2%	0.3%&-0.3%	5&-1	-15%&-11%	-2%&-5%	-9%&0%
Cc1cccc(C(=O)OC(C)C(=O)N2CCc3ccccc3C2)c1C (centres undefined)	1	1%	-10%	-2%	-0.6%	-2	-27%	1%	3%
CCCN1CCN(C(=O)Cn2c(-c3cccs3)cc3ccccc32)CC1	2	38%[activator]	-4%	-1%	4.9%	-3	-10%	-6%	-4%
c1ccc(CN2CCN(CCOCCOc3cccc4ccccc34)CC2)cc1	-23	7%[57.1 µM]	-1%	-5%	0.7%	1	-20%	-13%	15%
CCOc1ccc(CC(=O)Nc2c(C(=O)c3ccc(F)cc3)oc3ccccc23)cc1OCC	-3	1%	-3%	-1%	9.9%	-3	-24%	-7%	0%
S=c1[nH]nc(-c2cccs2)n1/N=C/c1cn(-c2ccccc2)nc1-c1cccs1	-3	-5%[57.1 µM]	-13%	9%	1.5%	2	-21%	10%	6%
COc1ccc(C(=O)Nc2ccccc2-c2nnn(CC(=O)N3CCOCC3)n2)cc1	-6	-4%	5%	3%	-1.2%	-5	-2%	0%	9%
CC(=O)CC[N+](C)(C)C	-21	-2%	-1%	-3%	nt	3	-15%	17%	-1%
Cc1cc(S(=O)(=O)Nc2ccc(-c3ccc(N4CCCCCC4)nn3)cc2)c(C)cc1Cl	-1	-1%[57.1 µM]	-3%	1%	1.0%	0	-14%	3%	-19%
CN(Cc1ccccc1)C(=O)CN(C1CCCCC1)S(C)(=O)=O	-3	-5%	1%	-3%	-0.3%	-6	-15%	-7%	6%
CC1=C(C(=O)N(C)C)CC(CC(=O)NCCCN(C)C)C(=O)N1Cc1ccccc1 (centres undefined)	-1	nt	2%	-2%	nt	0	-15%	-13%	13%
CCCCNC(=O)C(CC)(ONc1ccccc1C(F)(F)F)c1ccccc1OC (centres undefined)	9	1%	-21%	-2%	0.4%	3	-15%	3%	-1%
Cc1ccc(Cn2ncc(Cl)c(Cl)c2=O)cc1	-4	5%	?	-13%	-0.1%	14	-10%	1%	8%
ONC(=Nc1ccccc1)C(=Nc1ccccc1)NO	-6	0%	1%	-9%	1.8%	2	-14%	-10%	4%
CN(C)c1ccc(S(=O)(=O)N2CCCCC2)cc1NC(=O)CCNC(=O)c1ccco1	-2	-3%	2%	-3%	1.0%	-5	-10%	0%	1%
COC(=O)c1c(NC(=O)CCCOc2ccc(C)cc2)sc2c1C(C(=O)OC)CC2 (centres undefined)	3	-9%	8%	-1%	0.0%	2	-9%	3%	-2%
CCOc1ccccc1NC(=O)CSc1nnc2c(CC)c(C)nc(N)n12	2	0%	-2%	-3%	-1.0%	-4	-25%	8%	8%
Cc1nc2nc(SCc3ccccc3)[nH]n2c(=O)c1C	2	9%	-1%	-1%	-4.0%	-1	-24%	0%	19%
COc1cccc(NC(=O)c2oc3ccccc3c2NC(=O)C(C)(C)C)c1	1	8%	-1%	3%	0.4%	6	-18%	-5%	-5%
Cc1ccc(Sc2ncccc2C(=O)NCC(c2ccc(F)cc2)N2CCOCC2)c(C)c1 (centres undefined)	0	-2%	2%	-1%	-0.5%	-3	-4%	-5%	-3%
CCOCCCn1c(SCc2nc3sc(C(=O)O)c(C)c3c(=O)[nH]2)nnc1-c1ccc(Cl)cc1	3	-8%[57.1 µM]	-4%	-2%	9.5%	-1	-16%	-5%	0%
COc1ccc(NC(=O)N2c3ccc(OC)cc3C(C)=CC2(C)C)cc1	14&12	94%[activator]	-7%	-3%	-1.4%	-19	-14%	-13%	13%
COc1ccc(CN2CCCC(C(=O)c3ccc(Cl)cc3)C2)cc1Cn1cncn1 (centres undefined)	-3	-1%[57.1 µM]	-4%	-4%	-1.1%	4	4%	-21%	3%
Cc1ccc(NC(=O)CCn2cccc2)cc1Cl	-3	-5%	0%	8%	-1.4%	-2	-18%	nt	3%
O=C(Cn1cnc2ccccc21)OCC(=O)N1CCCCC1	-7	6%[57.1 µM]	0%	0%	nt	-4	3%	4%	-2%
O=C(NCCc1ccc(Cl)cc1)C1CCN(S(=O)(=O)c2ccc(Br)s2)CC1	-9	-1%[57.1 µM]	0%	3%	-2.7%	-2	-6%	?	-6%
COc1cccc(CNC(=O)COc2cc(=O)n(C)c3ccccc23)c1	-9	-8%	0%	-4%	-1.5%	1	-8%	-4%	1%
O=C(Nc1cccs1)Nc1c(F)cc(F)cc1Br	-4	5%[57.1 µM]	1%	-3%	-2.1%	-1	-10%	8%	5%
O=C(/C=C/Nc1cccc(C(F)(F)F)c1)C(F)(F)F	-5	0%	1%	-1%	2.7%	2	-12%	-4%	3%
Cn1c(=O)c2cc(S(=O)(=O)NCCC(=O)NC3CCCCCCC3)ccc2n(C)c1=O	-12	6%	1%	-3%	3.4%	-5	-5%	-6%	1%
N#Cc1ccc(Oc2cc(C(F)(F)F)nc(-c3ccccn3)n2)cc1	-10	-1%	-3%	-3%	2.6%	-4	-12%	-11%	1%
Cc1ccc(C(=O)CSc2nnc3ccccn23)c(C)c1	-1	3%[57.1 µM]	2%	-12%	6.0%	-2	-5%	6%	0%
O=C(NCCNC(=O)c1cc(OCC(F)(F)F)ccc1OCC(F)(F)F)Nc1ccc(OC(F)(F)F)cc1	1	-6%	-7%	-7%	1.6%	2	-17%	-17%	1%
C[C@H]1CN([C@@H](C)CO)S(=O)(=O)c2ccc(Br)cc2O[C@H]1CN(C)C(=O)Cc1ccccn1	-4	nt	-1%	-5%	nt	-6	-5%	-3%	1%

Two entries from above, with values under each structure:
Under each structure: LDHA block, TrxR1 substrate, Vif-APOBEC3G blk, Glioma ERSR ind, RXFP1 ag, PI4K2A block, USP1-UAF1 inh, Vif-APOBEC3F blk, IDH1 R132H inh
C[C@H]1CN([C@@H](C)CO)S(=O)(=O)c2ccc(Br)cc2O[C@H]1CN(C)C(=O)Cc1ccccn1
 : -4, nt, -1%, -5%, nt, -6, -5%, -3%, 1%
Cc1ccc(NC(=O)CCn2cccc2)cc1Cl
 : -3, -5%, 0%, 8%, -1.4%, -2, -18%, nt, 3%

The listing picks up; the 3 compounds before the break are reprinted first.
SMILES	LDHA block	TrxR1 substrate	Vif-APOBEC3G blk	Glioma ERSR ind	RXFP1 ag	PI4K2A block	USP1-UAF1 inh	Vif-APOBEC3F blk	IDH1 R132H inh
Cc1ccc(C(=O)CSc2nnc3ccccn23)c(C)c1	-1	3%[57.1 µM]	2%	-12%	6.0%	-2	-5%	6%	0%
O=C(NCCNC(=O)c1cc(OCC(F)(F)F)ccc1OCC(F)(F)F)Nc1ccc(OC(F)(F)F)cc1	1	-6%	-7%	-7%	1.6%	2	-17%	-17%	1%
C[C@H]1CN([C@@H](C)CO)S(=O)(=O)c2ccc(Br)cc2O[C@H]1CN(C)C(=O)Cc1ccccn1	-4	nt	-1%	-5%	nt	-6	-5%	-3%	1%
Cc1nn(-c2ccccc2)c(C)c1/C=N/NC(=O)c1cc(-c2ccccc2)n[nH]1	2	-3%	-27%	-1%	-0.5%	4	-21%	-9%	3%
CC(C)c1nc2ccc(C(=O)NCCCN3CCN(c4ccccc4F)CC3)cc2o1	0	5%[57.1 µM]	3%	-2%	2.9%	-4	?	1%	-12%
O=C(COC(=O)c1cc(Br)ccc1O)NCCC1=CCCCC1	1	nt	-2%	-4%	nt	0	-24%	-6%	7%
CC1C(=O)N(Cc2cn(CCC3OCCCO3)nn2)CCS(=O)(=O)N1Cc1ccc(-c2ccncc2)cc1 (centres undefined)	2	nt	0%	-6%	nt	-5	-12%	-1%	-1%
Cc1ccc(-c2nc(CS(=O)CC(=O)NCCN3CCOCC3)c(C)o2)cc1 (centres undefined)	-3	4%[57.1 µM]	0%	-2%	1.6%	1	-3%	-3%	-4%
CCOc1ccc(NC(=S)NC(=O)/C=C/c2ccco2)cc1	-11	10%[57.1 µM]	?	1%	2.6%	-4	-26%	-5%	3%
Cc1ccc(C(=O)NC(=S)NCC(=O)c2ccccc2)cc1	-5	-5%	1%	0%	-1.7%	-7	-22%	-6%	-5%
